Bioassay records (PubChem)
PGC1a acetyl inh = lowers PGC1a acetylation signal in U2OS cells. AlphaScreen anti-acetyl-lysine; with virally co-expressed GCN5 acetyltransferase. inhibition, % at 15.6 µM. 0.17% of 350,000 active. AID 651687;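 active = every replicate shows inhibition of at least 40%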;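 also: 0% = neutral control wells and 100% = positive control wells; some results beyond the cut were filed as inactive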
EWS-Fli inh = inhibitors of EWS/Fli oncoprotein transcriptional activity; A673 NR0B1-luciferase reporter, viability-normalised; inhibition, % at 12.6 µM; 0.67% of 350,000 active; AID 651661;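 active = mean inhibition of at least 50% after viability correction, with every replicate also passing that limit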;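 also: firefly luciferase signal divided by Alamar Blue viability fluorescence both relative to DMSO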
LGR2 inh = Drosophila LGR2 receptor signaling inhibition. HEK293 LGR2, CRE-luciferase, bursicon-stimulated, 4 h. inhibition, % at 9.99 µM. 0.35% of 380,000 active. AID 720647;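 active = drop in luminescence signal, shown as inhibition above about 50% in the replicate tests, limit read from the data, passing the limit was not always enough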;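 also: agonist challenge used bursicon conditioned medium at about half maximal strength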
* hit, by the source's call. Some of the compounds tested (hit frequency here may not be typical).

SMILES	PGC1a acetyl inh	EWS-Fli inh	LGR2 inh
C[C@@H]1CN([C@H](C)CO)C(=O)c2cc(C#Cc3cccc(F)c3)cnc2O[C@H]1CN(C)C(=O)C1CCOCC1	9	-2	9
COc1cccc(CN2CC3(C2)CN(C(=O)C2CC2)[C@@H](CO)c2c3c3ccc(OC)cc3n2C)c1	-9	-2	-20
COc1ccc2c3c([nH]c2c1)[C@@H](CO)N(C(=O)Cc1ccccc1)CC31CCN(C(=O)Cc2ccccc2)CC1	10	9	6
C[C@H](CO)N1C[C@H](C)[C@@H](CN(C)S(C)(=O)=O)Oc2ncc(C3=CCCCC3)cc2C1=O	0	-8	26
C[C@H]1CN([C@@H](C)CO)C(=O)c2cc(C#CC(C)(C)O)cnc2O[C@H]1CN(C)C(=O)C1CCCCC1	20	-22	1
C[C@H]1CN([C@@H](C)CO)S(=O)(=O)c2ccc(C#CC3CCCC3)cc2O[C@H]1CN(C)C(=O)c1cccc(F)c1	-1	-2	8
COc1ccc(NC(=O)N2CCC3(CC2)CN(CC2CC2)[C@H](CO)c2c3c3ccc(OC)cc3n2C)cc1	1	-2	15
C[C@@H]1CN([C@H](C)CO)C(=O)c2cc(C#CC3CC3)cnc2O[C@H]1CN(C)C(=O)c1ccncc1	-4	-7	10
C[C@@H]1CN([C@H](C)CO)C(=O)c2cc(C#CC3(O)CCCC3)cnc2O[C@@H]1CN(C)C(=O)C1CC1	-3	-10	16
C[C@H]1CN([C@@H](C)CO)S(=O)(=O)c2ccc(C#Cc3cccnc3)cc2O[C@H]1CN(C)CC1CC1	5	2	-20

Three compounds from above, showing only EWS-Fli inh.
Molecule | EWS-Fli inh
C[C@H]1CN([C@@H](C)CO)S(=O)(=O)c2ccc(C#CC3CCCC3)cc2O[C@H]1CN(C)C(=O)c1cccc(F)c1 | -2
COc1ccc(NC(=O)N2CCC3(CC2)CN(CC2CC2)[C@H](CO)c2c3c3ccc(OC)cc3n2C)cc1 | -2
C[C@@H]1CN([C@H](C)CO)C(=O)c2cc(C#CC3CC3)cnc2O[C@H]1CN(C)C(=O)c1ccncc1 | -7

The list continues:
SMILES	PGC1a acetyl inh	EWS-Fli inh	LGR2 inh
C[C@H]1CN([C@@H](C)CO)C(=O)c2cc(NC(=O)Nc3ccc(F)cc3)ccc2O[C@@H]1CN(C)C(=O)Nc1ccc(C(F)(F)F)cc1	6	-4	16
Cc1noc(C)c1NC(=O)Nc1ccc2c(c1)C(=O)N([C@@H](C)CO)C[C@H](C)[C@H](CN(C)C(=O)Nc1ccccc1)O2	2	-7	6
COc1ccc(C#Cc2cnc3c(c2)C(=O)N([C@H](C)CO)C[C@@H](C)[C@@H](CN(C)CC2CC2)O3)cc1	-7	-2	-12
CCCNC(=O)N1CC2(CN(C(=O)c3ccncc3)C2)c2c([nH]c3cc(OC)ccc23)[C@H]1CO	1	-6	11
CCCC(=O)N1CC2(CCN(C(=O)Nc3cccc(F)c3)CC2)c2c(n(C)c3cc(OC)ccc23)[C@H]1CO	-3	-2	2
C[C@H]1CN([C@@H](C)CO)C(=O)c2cc(C3=CCCCC3)cnc2O[C@H]1CN(C)S(C)(=O)=O	-8	0	6
C[C@H](CO)N1C[C@H](C)[C@H](CN(C)C(=O)C2CCC2)Oc2cc(Br)ccc2S1(=O)=O	-7	-4	7
COc1ccc2c3c([nH]c2c1)[C@@H](CO)N(S(C)(=O)=O)CC31CCN(C(=O)CN(C)C)CC1	-4	-10	-14
C[C@H]1CN([C@@H](C)CO)C(=O)c2cc(NS(C)(=O)=O)ccc2O[C@H]1CN(C)S(=O)(=O)c1ccccc1	-4	-4	7
C[C@@H]1CN([C@@H](C)CO)S(=O)(=O)c2ccc(-c3ccncc3)cc2O[C@@H]1CN(C)C(=O)C1CCC1	-4	2	-7
C[C@H]1CN([C@@H](C)CO)C(=O)c2cc(NC(=O)Nc3ccccc3)ccc2O[C@H]1CN(C)C(=O)Nc1ccc2c(c1)OCO2	8	-9	-3
COc1ccccc1-c1cnc2c(c1)C(=O)N([C@H](C)CO)C[C@H](C)[C@H](CN(C)C(=O)c1ccncc1)O2	-7	0	2
C[C@@H]1CN([C@@H](C)CO)C(=O)c2cc(C#Cc3cccc(F)c3)cnc2O[C@H]1CN(C)C(=O)C1CCOCC1	7	-4	2
COc1ccc2c3c(n(C)c2c1)[C@H](CO)N(Cc1ccccc1F)CC31CCN(C(C)=O)CC1	-2	3	-17
COc1ccc(NC(=O)N(C)C[C@H]2Oc3c(NC(=O)Nc4ccc(C(F)(F)F)cc4)cccc3C(=O)N([C@@H](C)CO)C[C@H]2C)cc1	11	6	13
C/C=C/c1ccc2c(c1)O[C@@H](CN(C)C(=O)C1CCC1)[C@H](C)CN([C@@H](C)CO)S2(=O)=O	3	4	3
COc1ccc2c3c(n(C)c2c1)[C@@H](CO)N(C(=O)Nc1ccc(F)cc1)CC31CN(C(=O)NC(C)C)C1	-4	-2	-1
C[C@H]1CN([C@@H](C)CO)C(=O)c2cc(-c3cccc(F)c3)cnc2O[C@@H]1CN(C)C(=O)C1CC1	0	-3	1
CCCN(C)C[C@@H]1Oc2cc(C3=CCCC3)ccc2S(=O)(=O)N([C@@H](C)CO)C[C@@H]1C	-2	7	-7
C[C@H](CO)N1C[C@H](C)[C@@H](CN(C)C(=O)C2CC2)Oc2ncc(-c3cccc(F)c3)cc2C1=O	-2	0	-8

The last 6 compounds of the section before are carried over, then new ones follow:
SMILES	PGC1a acetyl inh	EWS-Fli inh	LGR2 inh
COc1ccc(NC(=O)N(C)C[C@H]2Oc3c(NC(=O)Nc4ccc(C(F)(F)F)cc4)cccc3C(=O)N([C@@H](C)CO)C[C@H]2C)cc1	11	6	13
C/C=C/c1ccc2c(c1)O[C@@H](CN(C)C(=O)C1CCC1)[C@H](C)CN([C@@H](C)CO)S2(=O)=O	3	4	3
COc1ccc2c3c(n(C)c2c1)[C@@H](CO)N(C(=O)Nc1ccc(F)cc1)CC31CN(C(=O)NC(C)C)C1	-4	-2	-1
C[C@H]1CN([C@@H](C)CO)C(=O)c2cc(-c3cccc(F)c3)cnc2O[C@@H]1CN(C)C(=O)C1CC1	0	-3	1
CCCN(C)C[C@@H]1Oc2cc(C3=CCCC3)ccc2S(=O)(=O)N([C@@H](C)CO)C[C@@H]1C	-2	7	-7
C[C@H](CO)N1C[C@H](C)[C@@H](CN(C)C(=O)C2CC2)Oc2ncc(-c3cccc(F)c3)cc2C1=O	-2	0	-8
COc1ccc2c3c(n(C)c2c1)[C@@H](CO)N(C(=O)CN1CCOCC1)CC31CN(C(=O)C2CC2)C1	5	15	-8
COc1ccc2c3c([nH]c2c1)[C@H](CO)N(C)CC31CCN(C(=O)c2cccnc2)CC1	-7	3	0
CCCC#Cc1cnc2c(c1)C(=O)N([C@@H](C)CO)C[C@@H](C)[C@@H](CN(C)C(=O)C1CCCCC1)O2	-3	-3	-4
C[C@@H]1CN([C@H](C)CO)C(=O)c2cc(-c3ccc(F)cc3)cnc2O[C@H]1CN(C)C(=O)c1ccncc1	-7	7	1
COc1ccc2c3c([nH]c2c1)[C@@H](CO)NCC31CN(Cc2ccccc2F)C1	2	-7	-4
COCC(=O)N(C)C[C@H]1Oc2cc(C#CC3CCCC3)ccc2S(=O)(=O)N([C@@H](C)CO)C[C@@H]1C	2	5	-7
COc1ccc2c3c(n(C)c2c1)[C@@H](CO)N(Cc1ccccc1OC)CC31CN(CC2CCOCC2)C1	3	-8	15
C[C@H](CO)N1C[C@H](C)[C@H](CN(C)S(C)(=O)=O)Oc2ccc(NS(=O)(=O)c3ccc(F)cc3)cc2C1=O	-13	2	-11
C[C@H](CO)N1C[C@H](C)[C@@H](CN(C)C(=O)C2CCC2)Oc2cc(-c3ccc(F)cc3)ccc2S1(=O)=O	-14	30	-12
C[C@H]1CN([C@@H](C)CO)S(=O)(=O)c2ccc(-c3ccncc3)cc2O[C@@H]1CN(C)C(=O)C1CCCCC1	4	3	-9
COc1ccccc1-c1ccc2c(c1)O[C@H](CN(C)CC1CC1)[C@H](C)CN([C@H](C)CO)S2(=O)=O	-16	-12	-6
COc1ccc(NC(=O)N(C)C[C@@H]2Oc3c(NC(=O)Nc4ccc(C(F)(F)F)cc4)cccc3C(=O)N([C@@H](C)CO)C[C@@H]2C)cc1	11	-2	16
C[C@@H]1CN([C@H](C)CO)S(=O)(=O)c2ccc(C#CC3CCCC3)cc2O[C@H]1CN(C)C(=O)c1cccc(F)c1	16	34	22
COc1ccc2c3c([nH]c2c1)[C@H](CO)N(Cc1ccc(Cl)cc1)CC31CCN(C(=O)CN(C)C)CC1	-4	-2	-4
C[C@H]1CN([C@@H](C)CO)S(=O)(=O)c2ccc(-c3ccncc3)cc2O[C@H]1CN(C)C(=O)C1CCC1	-3	-11	-10
COc1ccc2c3c(n(C)c2c1)[C@@H](CO)N(CC1CC1)CC31CN(C(=O)Nc2c(C)noc2C)C1	-6	-1	-9
C[C@@H]1CN([C@@H](C)CO)S(=O)(=O)c2ccc(-c3ccc(C(=O)N(C)C)cc3)cc2O[C@@H]1CN(C)C(=O)C1CC1	-5	-3	1
Cc1noc(C)c1NC(=O)N(C)C[C@H]1Oc2c(NC(=O)Nc3ccccc3)cccc2C(=O)N([C@@H](C)CO)C[C@H]1C	-1	0	2
COc1ccc2c3c(n(C)c2c1)[C@H](CO)N(Cc1ccc2c(c1)OCO2)CC31CCN(C(=O)c2ccc3c(c2)OCO3)CC1	-26	-3	-2
CCCNC(=O)N1CCC2(CC1)CN(C(=O)c1cccnc1)[C@@H](CO)c1[nH]c3cc(OC)ccc3c12	-2	-3	-13
COc1ccc2c3c(n(C)c2c1)[C@@H](CO)N(CC1CCOCC1)CC31CCN(C(=O)Nc2ccccc2)CC1	3	0	-21
C[C@@H]1CN([C@H](C)CO)S(=O)(=O)c2ccc(-c3ccncc3)cc2O[C@@H]1CN(C)C(=O)C1CCCCC1	5	20	-9
C[C@H](CO)N1C[C@H](C)[C@@H](CN(C)C(=O)C2CCC2)Oc2ncc(-c3ccncc3)cc2C1=O	-4	-4	3
C[C@H](CO)N1C[C@H](C)[C@H](CN(C)S(=O)(=O)c2ccccc2)Oc2ccc(NS(C)(=O)=O)cc2C1=O	-10	0	16
C[C@@H]1CN([C@@H](C)CO)C(=O)c2cc(NS(C)(=O)=O)ccc2O[C@@H]1CN(C)S(=O)(=O)c1ccc(Cl)cc1	-1	7	19
C[C@@H]1CN([C@@H](C)CO)S(=O)(=O)c2ccc(-c3ccncc3)cc2O[C@H]1CN(C)C(=O)C1CCCCC1	4	9	13
CCCC(=O)N1CCC2(CC1)CN(C(=O)CN1CCOCC1)[C@H](CO)c1c2c2ccc(OC)cc2n1C	3	8	-34
C[C@@H]1CN([C@@H](C)CO)C(=O)c2cc(NS(=O)(=O)c3ccc(F)cc3)ccc2O[C@H]1CN(C)S(C)(=O)=O	0	0	-2
C[C@@H]1CN([C@H](C)CO)C(=O)c2cc(NS(=O)(=O)c3ccc(F)cc3)ccc2O[C@H]1CN(C)S(C)(=O)=O	0	-1	-2
COc1ccc2c3c(n(C)c2c1)[C@H](CO)N(Cc1ccncc1)CC31CN(C(=O)NC(C)C)C1	-11	-3	-4
COc1ccc(S(=O)(=O)N(C)C[C@H]2Oc3ccc(NS(=O)(=O)c4cn(C)cn4)cc3C(=O)N([C@H](C)CO)C[C@H]2C)cc1	1	-17	-16
COc1ccc2c3c([nH]c2c1)[C@H](CO)N(C(=O)Nc1ccc(F)cc1)CC31CCN(C(=O)Nc2ccccc2)CC1	-8	0	13
CCCN(C)C[C@H]1Oc2cc(C#CC3CCCCC3)ccc2S(=O)(=O)N([C@@H](C)CO)C[C@@H]1C	-5	6	2
COc1ccc2c3c(n(C)c2c1)[C@@H](CO)N(C(C)=O)CC31CN(C(=O)C2CC2)C1	-2	-3	-29
COCC(=O)N1CC2(CN[C@H](CO)c3c2c2ccc(OC)cc2n3C)C1	0	-10	-35
CCCC(=O)N1CC2(C1)CN(C(=O)Nc1c(C)noc1C)[C@@H](CO)c1c2c2ccc(OC)cc2n1C	5	-1	-37
COc1ccc2c3c(n(C)c2c1)[C@@H](CO)N(C(=O)NC(C)C)CC31CN(CC2CCCC2)C1	4	8	-7
COc1ccc2c3c(n(C)c2c1)[C@@H](CO)N(Cc1ccccc1Cl)CC31CN(C(C)=O)C1	8	11	-22
CCCC#Cc1ccc2c(c1)O[C@H](CN(C)C(=O)C1CCCCC1)[C@H](C)CN([C@H](C)CO)S2(=O)=O	10	9	5
C[C@H]1CN([C@@H](C)CO)C(=O)c2cc(NS(=O)(=O)c3ccc(F)cc3)ccc2O[C@@H]1CN(C)S(C)(=O)=O	-1	1	-4
C[C@H](CO)N1C[C@H](C)[C@H](CN(C)C(=O)Nc2ccc(F)cc2)Oc2ncc(C#Cc3ccccc3)cc2C1=O	4	-3	12
CC(=O)N(C)C[C@H]1Oc2cc(C3=CCCCC3)ccc2S(=O)(=O)N([C@H](C)CO)C[C@H]1C	-12	-2	11
COc1ccc2c3c(n(C)c2c1)[C@@H](CO)N(C(=O)CC1CC1)CC31CN(C(=O)C2CC2)C1	-6	12	4
C[C@@H]1CN([C@H](C)CO)C(=O)c2cccc(NC(=O)Nc3ccc(C(F)(F)F)cc3)c2O[C@@H]1CN(C)Cc1ccc(C(=O)O)cc1	4	-8	-18
COc1cccc(CN2CC3(CCN(C(C)=O)CC3)c3c(n(C)c4cc(OC)ccc34)[C@H]2CO)c1	-9	-6	-13
CC(C)NC(=O)N(C)C[C@@H]1Oc2ccc(NC(=O)Cn3cnnn3)cc2C(=O)N([C@@H](C)CO)C[C@H]1C	1	1	-28
C[C@H](CO)N1C[C@H](C)[C@H](CN(C)C(=O)Nc2ccccc2)Oc2ncc(-c3cccc(F)c3)cc2C1=O	15	10	-13
Cc1noc(C)c1NC(=O)Nc1cccc2c1O[C@@H](CN(C)C(=O)Nc1ccc(F)cc1)[C@H](C)CN([C@@H](C)CO)C2=O	3	1	9
